Source: PubChem (several laboratories)
RGS4 block = RGS4 inhibitors, primary screen, cell-based, HEK293 M3R inducible RGS4, calcium flux; Fluo-4 calcium flux; hits give high values; triggered by carbachol at its EC20; B-score at 10 µM; 310,000 tested, 0.45% active;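 active means B-score, a plate-corrected calcium signal, over three deviations above library mean, with baseline fluorescence within five deviations of library mean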;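 further: RGS4 expression induced by doxycycline in cells with stable M3 receptor; B-score is computed from the integrated fluorescence ratio over baseline after carbachol; higher B-score means a larger calcium signal and so more RGS4 inhibition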
Target sequence (P49798 whole entry, looked up): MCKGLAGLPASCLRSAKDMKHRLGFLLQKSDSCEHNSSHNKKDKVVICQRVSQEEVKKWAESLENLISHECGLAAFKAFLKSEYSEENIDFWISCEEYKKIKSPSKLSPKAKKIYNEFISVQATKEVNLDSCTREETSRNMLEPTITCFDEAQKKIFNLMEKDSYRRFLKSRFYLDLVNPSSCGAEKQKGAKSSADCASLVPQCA
GSK3A inh = blockers of GSK3A enzyme activity – biochemical, luminescence, cell-free homogeneous, HTS, primary screen; 320,000 tested, 0.1% active; Glycogen synthase kinase-3 alpha (Homo sapiens), P49840; GSK-3 alpha kinase, ADP-Glo luminescence, 60 min; inhibition, % at 10 µM;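 in the data active means inhibition above about 50%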;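 further: GST-tagged GSK-3 alpha with peptide substrate and 25 µM ATP; 0% = DMSO neutral wells and 100% = GW8510 positive control wells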
PolyA inh = polyadenylation inhibitors in yeast reporter cells, primary screen, luminescence, S. cerevisiae; 300,000 tested, 0.02% active; calls only at 12 µM; S. cerevisiae SKY197-pL101 polyadenylation reporter, beta-gal luminescence; efflux-impaired pdr1/pdr3 knockout yeast; score 100 = 6 SD above DMSO; AID 1875, 2009;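 active means lowest replicate activity score at least 50, where 100 means six control SD above control mean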;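 further: yeast exposed to compound for 9 h at 30 °C; higher score means more reporter readthrough which indicates perturbed polyadenylation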
RGS4 act = RGS4 potentiators or activators, primary screen, cell-based, HEK293 M3R inducible RGS4, calcium flux; carbachol calcium flux Fluo4; hits give low values; B-score at 10 µM; 310,000 tested, 0.92% active; AID 463111, 2010;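 active means B-score of the integrated calcium signal more than 4 SD below the library mean, with starting fluorescence not abnormally high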;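 further: negative B-score means reduced calcium response which marks RGS4 activation or potentiation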
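Reagent: ECmax carbachol challenge; Test system: M3R-expressing HEK293 line, RGS4 induced by doxycycline; Schedule: overnight RGS4 induction, 30 min dye load 37 °C, 20 min compound RT; Detection: calcium dye Fluo4 fluorescence; Read-out: Agonist-evoked peak-minus-minimum fluorescence over baseline, integrated ratio, B score.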
hERG rescue = hERG rescue from dofetilide block, primary screen, cell-based, CHO-hERG, FluxOR thallium flux, dofetilide IC70. Voltage-gated inwardly rectifying potassium channel KCNH2 (Homo sapiens), Q12809. dofetilide IC70 present. activation (rescue from dofetilide block), less the hit threshold, % at 10 µM. 310,000 tested, 0.51% active. AID 1511, 2009;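 active means activation above the mean of controls blocked by dofetilide plus 5 SD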;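 further: thallium influx through hERG after potassium depolarization seen as dye fluorescence rise; in these data hits start at about 4.7%; inactives centre near -7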
KCNK3 inh = human KCNK3 channel inhibitors, primary screen, CHO cells, FluxOR thallium flux, B-score; Potassium channel subfamily K member 3 (Homo sapiens), O14649; FluxOR fluorescence; hits give low values; B-score at 10 µM; 340,000 tested, 0.84% active;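 active means B-score under library mean minus 4 SD, starting fluorescence ratio at most library mean plus 5 SD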;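 further: more negative B-score means stronger inhibition of thallium flux through KCNK3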
KCNK9 block = KCNK9 potassium channel inhibitors, primary screen, HEK293 cells, thallium flux | B-score at 10 µM | FluxOR thallium flux fluorescence; hits give low values | 310,000 tested, 1.2% active;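 active means ratio B-score over 3 SD below the library mean, with starting fluorescence within 5 SD of its mean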;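 further: negative B-score means less thallium flux so channel inhibition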
Dyrk1A ADPGlo = rat Dyrk1A kinase inhibitors, primary screen, biochemical, single point, plate reader; ADP-Glo luminescence, NFATc1 peptide; Dual specificity tyrosine-phosphorylation-regulated kinase 1A (Rattus norvegicus), Q63470; 310,000 tested, 0.43% active; AID 504441, 2011; inhibition, % at 12.5 µM; in the data active means inhibition above about 50%;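 further: plate controls were vehicle with enzyme for no effect and no enzyme for full effect; many of its hits are not listed in these tables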
KCNQ1 inh = inhibitors of human KCNQ1 channel, primary screen, cell-based, thallium flux, high-throughput | Potassium voltage-gated channel subfamily KQT member 1 (Homo sapiens), P51787 | CHO-K1 KCNQ1, FluxOR thallium flux fluorescence; hits give high values | B-score at 10 µM | 310,000 tested, 1.3% active | AID 2642, 2010;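 active means compounds whose thallium flux B-score, printed positive for inhibition, exceeds three library SD while starting fluorescence stays within three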;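 further: channel opened by potassium depolarization with thallium stimulus after 20 min compound exposure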
Target sequence (P51787 whole entry, looked up): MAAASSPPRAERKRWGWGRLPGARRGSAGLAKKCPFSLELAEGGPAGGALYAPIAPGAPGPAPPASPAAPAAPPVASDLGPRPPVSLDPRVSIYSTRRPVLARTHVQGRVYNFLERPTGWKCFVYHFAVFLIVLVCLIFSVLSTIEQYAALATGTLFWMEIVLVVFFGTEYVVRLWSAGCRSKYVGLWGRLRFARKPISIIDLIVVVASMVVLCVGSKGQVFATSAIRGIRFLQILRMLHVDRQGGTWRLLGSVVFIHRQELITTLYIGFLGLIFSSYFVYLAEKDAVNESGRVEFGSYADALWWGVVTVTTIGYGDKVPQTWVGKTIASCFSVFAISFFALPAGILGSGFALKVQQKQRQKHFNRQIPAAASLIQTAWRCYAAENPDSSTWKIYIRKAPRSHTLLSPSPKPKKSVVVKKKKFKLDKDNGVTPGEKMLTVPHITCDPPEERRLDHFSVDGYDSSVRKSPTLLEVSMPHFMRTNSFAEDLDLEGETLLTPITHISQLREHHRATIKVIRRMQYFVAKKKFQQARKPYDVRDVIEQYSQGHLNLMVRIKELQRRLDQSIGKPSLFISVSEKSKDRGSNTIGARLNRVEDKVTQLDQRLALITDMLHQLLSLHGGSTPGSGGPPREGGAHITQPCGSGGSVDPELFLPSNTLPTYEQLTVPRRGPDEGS
GSK3beta inhib = human GSK3beta kinase inhibitors, primary screen, biochemical, cell-free homogeneous, HTS; 300,000 tested, 0.038% active; GST-GSK3beta kinase, ADP-Glo luminescence, 60 min; hits give low values; activity score (negative = inhibition), % at 10 µM; AID 2097, 2009;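 active means more than half of replicate wells score below -50%, meaning over 50% inhibition versus plate controls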;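 further: 0% = median DMSO wells and -100% = median GW8510 positive control wells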
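Assay system: GST-fused GSK3beta enzyme, cell-free / Medium: Tris pH 7.5 buffer with MgCl2, DTT, BSA, heparin / Also added: peptide substrate plus 25 µM ATP (final) / Compound: 10 µM single point / Timing: kinase reaction with compound 60 min at room temperature / Detection: ADP-Glo luminescence / Benchmarks: DMSO neutral wells and GW8510 at 20 µM as positive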
KCNQ1 act = potentiators or activators of KCNQ1 channel, primary screen, cell-based, thallium flux, high-throughput | CHO-K1 KCNQ1, thallium flux FluxOR fluorescence; hits give high values | B-score at 10 µM | 310,000 tested, 0.35% active;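 active means fluorescence ratio B-score, a plate-corrected score, at least three library SD, with initial intensity B-score within 5 SD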
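System: CHO-K1 cells stably expressing KCNQ1 / Medium: assay buffer for compound exposure, DMSO matched across wells / Reagent: thallium- and potassium-containing depolarizing buffer / Compound: one concentration, matched DMSO / Incubation: 20 min compound pretreatment at room temperature / Measured by: kinetic FluxOR fluorescence, 10 s baseline plus 110 s post-stimulus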
Numbers without * were called inactive; i = inactive; . = not tested or not shown. Some of the compounds tested, so the mix of outcomes need not match the whole.

SMILES	RGS4 block	GSK3A inh	PolyA inh	RGS4 act	hERG rescue	KCNK3 inh	KCNK9 block	Dyrk1A ADPGlo	KCNQ1 inh	GSK3beta inhib	KCNQ1 act
CC(=O)Nc1ccc(S(=O)(=O)NC2CC(=O)N(c3ccc(C)c(C)c3)C2)cc1 (stereo not drawn)	i	0	i	i	-14	i	i	-5	i	0	i
CSCCC(NS(=O)(=O)c1ccccc1F)C(=O)NCCCn1nc(C)cc1C (stereo not drawn)	i	-2	i	i	-13	i	i	-11	i	-3	i
COc1ccc(CNC(=O)C2CCCN(S(=O)(=O)c3cnc[nH]3)C2)cc1 (stereo not drawn)	i	-2	i	i	-1	i	i	-6	i	2	i
COC(=O)N(NC(=O)C(O)(C(C)C)C(C)C)c1ccccc1	i	-2	i	i	-8	i	i	0	i	-1	i
COc1cc(C(=O)NC2=NCCS2)ccc1OCc1c(C)noc1C	i	-2	i	i	-22	i	i	-7	i	1	i
CC1CCCC(NC(=O)CN2C(=O)c3cccnc3Oc3ccc(Cl)cc32)C1C (stereo not drawn)	i	-2	i	i	-10	i	i	.	i	-1	i
Clc1cccc(Nc2nc(N3CCOCC3)nc(N3CCOCC3)n2)c1	i	0	i	i	-5	i	i	2	i	0	i
CCC1=NN(C(=O)CCc2ccccc2O)C(O)(C(F)(F)F)C1 (stereo not drawn)	i	1	i	i	-9	i	i	-2	i	-4	i
COc1ccc(-n2cnc3sc(-c4ccccc4)cc3c2=O)cc1	i	-2	i	i	-10	i	i	.	i	2	i
O=C(NCC1CCOCC1)c1ccc2nc(Cc3cccc(Cl)c3)oc2c1	i	6	i	i	-2	i	i	-5	i	0	i
COc1ccccc1NC(=O)CSc1ccc2nnc(CCNC(=O)c3ccccc3)n2n1	i	4	i	i	-9	i	i	-1	i	-2	i
CN(C)/N=C/c1ccc(P(c2ccc(/C=N/N(C)C)o2)c2ccc(/C=N/N(C)C)o2)o1	i	-1	i	i	-4	i	i	-2	i	2	i
Cc1cc(C)c2c(N)c(C(=O)NC3CC3)sc2n1	i	0	i	i	-9	i	i	11	i	-1	i
CC1CC(=O)N(CC(=O)Nc2ccc(F)cc2F)c2ccccc2S1(=O)=O (stereo not drawn)	i	2	i	i	-4	i	i	-4	i	0	i
COc1cccc(-n2c(SCC(=O)NC3CCCCC3)nc3n[nH]c(C)c3c2=N)c1	i	5	i	i	-12	i	i	17	i	1	i
O=c1ccc(/C=C/c2ccccc2)nn1Cc1ccccc1	i	0	i	i	-9	i	i	-2	i	2	i
CCN1CCc2c(sc(N)c2C(N)=O)C1	i	4	i	i	-6	i	i	17	i	-1	i
COc1ccccc1NC(=O)Cn1c(O)c(N=NC(=O)c2ccccc2O)c2ccccc21	i	2	i	i	-19	i	i	-5	i	1	i
CCOc1ccc(N(CC(=O)NCCSc2ccccn2)S(C)(=O)=O)cc1	i	0	i	i	-3	i	i	8	i	1	i
CCCOC(=O)c1ccc(NC(=O)c2cn(CC)c3nc(C)ccc3c2=O)cc1	i	.	i	i	-7	.	i	.	i	1	i
O=C(Nc1nccs1)c1ccc(-c2ccc(Cl)cc2)o1	i	1	i	i	-4	i	i	14	i	-2	i
CCc1ccc(NC(=S)N(CCCN2CCOCC2)Cc2ccco2)cc1	i	-2	i	i	-9	i	i	1	i	0	i
O=C1C(N2CCOCC2)=C(n2nnc3ccccc32)C(=O)c2ccccc21	i	1	i	i	-8	i	i	23	i	0	i
COc1ccc(OCC(=O)Nc2ccc(NC(=O)c3cccs3)c(OC)c2)cc1	i	-1	i	i	-18	i	i	0	i	2	i
CCC(C)Sc1cc(C)c(C#N)c2nc3ccccc3n12 (stereo not drawn)	i	1	i	i	-10	i	i	2	i	1	i
SMILES	RGS4 block	GSK3A inh	PolyA inh	RGS4 act	hERG rescue	KCNK3 inh	KCNK9 block	Dyrk1A ADPGlo	KCNQ1 inh	GSK3beta inhib	KCNQ1 act
Cc1oc2c(c1C(=O)NCc1cccnc1)C(=O)c1ccccc1C2=O	i	0	.	i	-11	.	i	.	i	1	i
O=C(CSc1nnc(-c2ccccc2)c(-c2ccccc2)n1)N1CCOCC1	i	2	i	i	-6	i	i	1	i	1	i
Cn1c(=O)c2c3c(sc2n2cnnc12)CCC3	i	-4	i	i	-3	i	i	2	i	1	i
c1cc2c3c(cccc3c1)NC(c1ccc3c(c1)OCO3)N2	i	-2	i	i	-9	i	i	17	i	-4	i
COc1ccc(NS(=O)(=O)c2cc(OCC(N)=O)c(C)cc2Cl)cc1	i	-3	i	i	-5	i	i	1	i	3	i
CC(C)CC(NC(=O)C1CCC(C)CC1)C(=O)NCc1ccccn1 (stereo not drawn)	i	0	i	i	-12	i	i	-1	i	-6	i
CC(=O)c1ccc(Oc2cc(C)nc(-n3nc(C)cc3C)n2)cc1	i	1	i	i	-1	i	i	6	i	2	i
COc1ccc2[nH]cc(CCNS(=O)(=O)c3ccc(F)cc3)c2c1	i	-2	i	i	-7	i	i	8	i	0	i
Cc1cc([N+](=O)[O-])ccc1NC(=S)NC(=O)Cc1ccccc1	i	11	i	i	-7	i	i	-11	i	0	i
COc1ccc(-c2nc3ccccc3c(=O)n2CCOc2c(C)cccc2C)cc1	i	-2	i	i	-8	i	i	0	i	3	i
CC(OC(=O)c1ccccc1OCc1ccc(Cl)cc1)C(N)=O (stereo not drawn)	i	-1	i	i	-9	i	i	-9	i	0	i
COc1ccc(OC)c(C2C(C(=O)c3cccs3)=C(O)C(=O)N2CCN2CCOCC2)c1 (stereo not drawn)	i	-2	i	i	-3	i	i	-5	i	1	i
COc1ccc(OC)c(/C=C2\Oc3cc(OCC(=O)N4CCC[C@H]4C(=O)O)ccc3C2=O)c1	i	2	i	i	-5	i	i	11	i	2	i
Cc1cc(C)cc(NC(=S)Nc2ccc3cn[nH]c3c2)c1	i	.	i	i	-10	i	i	48	i	-4	i
O=C(Nc1cccc(Cl)c1)c1ccc(F)c(S(=O)(=O)N2CCN(c3ccccn3)CC2)c1	i	.	i	i	-1	i	i	-4	i	2	i
O=C(Nc1ccc(Br)cc1)c1cccc2c1C(=O)N(C1CCCCC1)C2	i	0	i	i	-9	i	i	3	i	-3	i
COc1ccc(C(=O)Nc2nc(N)n(-c3ccccc3)n2)cc1	i	-1	i	i	-12	i	i	22	i	1	i
O=C(Cc1ccccn1)c1ccccc1	i	-3	i	i	-6	i	i	-4	i	1	i
CCOC(=O)C1CCN(c2ncnc3c2[nH]c2cccc(OC)c23)CC1	i	-5	i	i	-9	i	i	9	i	-1	i
CCOC(=O)CCc1c(C)c2ccc(OCC(=O)OC(C)C)cc2oc1=O	i	-9	i	i	-9	i	i	4	i	2	i
CCC(NC(=O)c1cc(COc2ccc(Cl)cc2OC)on1)c1ccncc1 (stereo not drawn)	i	0	i	i	-3	i	i	8	i	-5	i
CCCCSc1cc(C)nc(N)n1	i	1	i	i	-11	i	i	-2	i	-1	i
O=c1[nH]cc(N=Cc2cc([N+](=O)[O-])ccc2O)c(=O)[nH]1	i	2	i	i	-14	.	i	.	i	-2	i
COc1ccc(NC(=O)NNc2cc(N3CCOCC3)nc(N3CCOCC3)n2)cc1	i	11	i	i	-18	i	i	1	i	4	i
COc1ccc(CN2CC(C(=O)NCCCN3CCN(C)CC3)CC2=O)cc1 (stereo not drawn)	i	3	i	i	-3	i	i	3	i	1	i
SMILES	RGS4 block	GSK3A inh	PolyA inh	RGS4 act	hERG rescue	KCNK3 inh	KCNK9 block	Dyrk1A ADPGlo	KCNQ1 inh	GSK3beta inhib	KCNQ1 act
CCCn1c(=N)n(CC(=O)c2cccs2)c2ccccc21	i	-1	i	i	-2	i	i	-1	i	-2	i
CC(C)CN(Cc1cc(=O)oc2cc(-c3ccccc3)c(O)cc12)CC(C)C	i	0	i	i	-22	i	-10*	-4	11*	-6	i
CN1CCN(C(=O)CCN2C(=O)c3ccccc3S2(=O)=O)CC1	i	-3	i	i	-12	i	i	2	i	2	i
CCOCCn1cnc2sc(C(=O)NCCCN3CCOCC3)c(C)c2c1=O	i	-2	i	i	-5	i	i	-3	i	4	i
CCOc1ccc(/C=N/n2nnnc2N)cc1O	i	8	i	i	-8	i	i	25	i	-4	i
CCOC(=O)C1=C(O)/C(=C/c2cccc(OC)c2O)N=C1C	i	-2	i	i	-5	i	i	-3	i	0	i
O=c1oc2ccccc2c2c1C(O)CO2 (stereo not drawn)	i	-2	i	i	-6	i	i	0	i	-2	i
COc1ccc(-c2nc3ccccc3c(=O)n2NC(=O)Cc2ccccc2)cc1	i	0	i	i	-2	i	i	1	i	2	i
CCOC(=O)c1cc2c(=O)n3ccccc3nc2n(CCCOC)c1=NC(=O)C(C)(C)C	i	-1	i	i	-8	i	i	-1	i	3	i
O=C(COC(=O)c1ncc(Cl)c(Cl)c1Cl)c1ccc(Cl)s1	i	-1	i	i	-7	i	i	0	i	-3	i
Cc1cc(C(C)(C)C)c(O)c(C)c1CC1=NCCN1	i	1	i	i	-7	i	i	-1	i	2	i
CCCCc1c(O)nc(SCC(=O)N2CCOCC2)n(-c2ccccc2C)c1=O	i	-2	i	i	-2	i	i	0	i	0	i
Cc1nc(SCC(=O)OCc2ccccc2)c(C#N)c(-c2ccccc2)c1C(=O)Nc1ccccc1	i	-2	i	i	-3	i	i	0	i	3	i
COc1ccc(C2C(C#N)=C(N)SC(N)=C2C#N)cc1OC	i	8	i	i	-18	i	i	28	i	1	i
